# Screening results as filed in PubChem.
# ANO1 activ = activators or potentiators of mouse TMEM16A chloride channel; Q8BHY3; HEK293 TMEM16A/YFP-H148Q/I152L, iodide quench fluorescence; stronger effect = lower value; B-score at 10 µM; 340,000 tested, 0.3% active; AID 623877;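 active = fluorescence-ratio B-score plate-corrected deviation score at least 3 library SD below zero, with starting fluorescence score within 5 deviations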;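 also: channel opened by trigger with iodide after compound preincubation; score built on the fluorescence ratio of max minus min over baseline; more negative score means more quench and so TMEM16A activation or potentiation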
# TMEM16A inh = mouse TMEM16A channel inhibition, primary screen | HEK293 TMEM16A/YFP iodide influx fluorescence, ionomycin | normalized B-score (activity score, 25-100; higher = stronger inhibition) at 10 µM | 310,000 tested, 1.2% active | AID 588511;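 active = ratio plate-corrected score three or more library SD toward inhibition, starting fluorescence score within five deviations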;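 also: score derived from kinetic fluorescence span divided by baseline fluorescence per well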
# MrgX1 PAM = allosterically activates human MrgX1 receptor signaling; Q96LB2; MrgX1-HEK293, Fluo-4 calcium flux, FDSS; stronger effect = higher value; B-score at 10 µM; 310,000 tested, 0.63% active; AID 588675;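 active = plate-corrected calcium response at least 3 library SD above typical, normal starting fluorescence, not activating the receptor alone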;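 also: compound read alongside a low EC10 to EC30 dose of BAM8-22 agonist; peak minus trough fluorescence over baseline measured at the second addition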
# TRPC4 block = TRPC4 (mouse) channel inhibition | Q9QUQ5 | B-score at 10 µM | 300,000 tested, 0.39% active | HEK293 TRPC4beta/mu-opioid, DAMGO-evoked Fluo4 calcium flux; stronger effect = lower value;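 active = B-score over 3 SD under the library average, no early fluorescence shift, positive overall ratio signal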
# Target sequence (Q9QUQ5 whole entry, looked up): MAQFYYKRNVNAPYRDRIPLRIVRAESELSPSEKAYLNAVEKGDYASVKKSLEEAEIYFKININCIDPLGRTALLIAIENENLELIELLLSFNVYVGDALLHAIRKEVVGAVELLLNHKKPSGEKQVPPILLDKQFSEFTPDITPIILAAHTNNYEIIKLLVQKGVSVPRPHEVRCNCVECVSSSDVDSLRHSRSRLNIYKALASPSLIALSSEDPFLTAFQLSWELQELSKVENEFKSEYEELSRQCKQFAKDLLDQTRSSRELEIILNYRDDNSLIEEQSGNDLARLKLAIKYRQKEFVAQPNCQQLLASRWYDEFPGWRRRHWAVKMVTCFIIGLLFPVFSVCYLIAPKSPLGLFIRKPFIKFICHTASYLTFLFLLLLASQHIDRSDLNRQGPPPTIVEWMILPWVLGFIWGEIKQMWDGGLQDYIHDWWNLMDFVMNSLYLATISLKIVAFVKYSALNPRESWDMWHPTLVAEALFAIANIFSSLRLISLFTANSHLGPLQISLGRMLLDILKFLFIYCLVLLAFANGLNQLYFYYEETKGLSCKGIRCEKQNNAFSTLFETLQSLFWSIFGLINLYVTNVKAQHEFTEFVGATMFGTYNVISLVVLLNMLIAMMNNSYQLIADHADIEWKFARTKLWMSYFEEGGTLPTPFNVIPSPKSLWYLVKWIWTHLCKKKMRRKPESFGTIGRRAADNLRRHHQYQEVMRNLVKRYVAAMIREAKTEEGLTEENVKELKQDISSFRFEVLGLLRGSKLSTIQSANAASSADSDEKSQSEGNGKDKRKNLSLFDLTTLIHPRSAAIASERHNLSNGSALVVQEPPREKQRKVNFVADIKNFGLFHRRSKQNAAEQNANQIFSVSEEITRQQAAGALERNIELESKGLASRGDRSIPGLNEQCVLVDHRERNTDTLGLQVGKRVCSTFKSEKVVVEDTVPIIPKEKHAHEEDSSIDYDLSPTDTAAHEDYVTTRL
#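 Assay system: TRPC4beta/mu-opioid receptor HEK293 cell line; compound dosing: single concentration per test compound; detection: Fluo4 Ca2+ flux fluorescence; evaluation: per-well B score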
# MrgX1 agonist = human MrgX1 receptor agonism, primary screen; MrgX1-HEK293 cells, Fluo-4 calcium fluorescence, agonist mode; stronger effect = higher value; B-score at 10 µM; Q96LB2; 310,000 tested, 0.44% active;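 active = calcium response B-score plate-corrected fluorescence ratio at least 3 library SD, with starting fluorescence B-score inside 5 SD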
#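 Test system: HEK293 cells stably expressing human MrgX1 receptor; amount: 15,000 cells per well; doses: compound delivered in addition one of three; times: overnight plating before 1 h dye loading; detection: Fluo-4 NW calcium-flux fluorescence, kinetic read; read-out basis: B-scored fluorescence response ratio; controls: positive and negative controls per plate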
# MrgX1 antag = antagonists of human MrgX1 receptor | MRGX1-HEK293 calcium flux, Fluo-4, BAM8-22 antagonism; stronger effect = lower value | 310,000 tested, 1.3% active | B-score at 10 µM;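 active = calcium-response B-score plate-corrected more than 3 library SD below zero, starting fluorescence within 5 deviations, no agonist response on first addition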;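 also: peak minus trough fluorescence over baseline after final BAM8-22 challenge near maximal dose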
# TRPC6 inh = mouse TRPC6 channel inhibition. 310,000 tested, 1.1% active. HEK293-TRPC6, membrane potential dye, ACh-evoked depolarization; stronger effect = lower value. Q61143. B-score at 10 µM;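 active = B-score under library mean minus 3 SD, initial fluorescence not abnormally high, positive integrated signal ratio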;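 also: B-score derived from integrated fluorescence ratio over the kinetic read; more negative B-score means stronger inhibition of depolarization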
# TRPC6 activator = activators of mouse TRPC6 channel. Q61143. HEK293-TRPC6 membrane potential dye fluorescence; stronger effect = higher value. B-score at 10 µM. 310,000 tested, 0.13% active. AID 2550;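 active = B-score of the integrated fluorescence ratio above library mean plus 3 SD, and starting fluorescence ratio within library mean plus 5 SD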;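 also: higher score means more depolarization so channel activation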
# RGS4 block = inhibitors of human RGS4; P49798; HEK293 M3R/RGS4 inducible, Fluo-4 calcium flux; stronger effect = higher value; triggered by carbachol at its EC20; B-score at 10 µM; 310,000 tested, 0.45% active; AID 463165;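 active = B-score, a plate-corrected calcium signal, over three deviations above library mean, with baseline fluorescence within five deviations of library mean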;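 also: RGS4 expression induced by doxycycline in cells with stable M3 receptor; B-score is computed from the integrated fluorescence ratio over baseline after carbachol; higher B-score means a larger calcium signal and so more RGS4 inhibition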
# TRPC4 agonist = TRPC4 (mouse) channel activation. 310,000 tested, 0.49% active. AID 2237. HEK293 TRPC4beta/mu-opioid, Fluo4 calcium fluorescence; stronger effect = higher value. B-score at 10 µM. Q9QUQ5;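 active = B-score above 5 SD of library B-scores, and initial fluorescence ratio not above library mean plus 5 SD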;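 also: positive B-score marks a calcium rise read as TRPC4 activation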
#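 Assay system: HEK293 stable line with TRPC4beta plus mu-opioid receptor; schedule: 45 min room-temperature Fluo4 loading, 110 s read; technique: kinetic Fluo4 calcium fluorescence; evaluation: integrated baseline-normalised fluorescence ratio, converted to per-well B score; controls: buffer (low) and maximal DAMGO (high)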
# TRPC4 PAM = TRPC4 (mouse) allosteric potentiation | Q9QUQ5 | HEK293 TRPC4beta/mu-opioid, DAMGO EC20, Fluo-4 Ca2+ flux; stronger effect = higher value | B-score at 10 µM | 310,000 tested, 0.42% active | AID 2227;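 active = B-score of calcium response area above 5 SD of library B-scores, with initial fluorescence ratio within 5 SD of library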;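 also: B-score of integrated fluorescence ratio over time as area under calcium response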
# Starred values were filed as active, the others as inactive; i = inactive; / = not tested or not shown.
structure,ANO1 activ,TMEM16A inh,MrgX1 PAM,TRPC4 block,MrgX1 agonist,MrgX1 antag,TRPC6 inh,TRPC6 activator,RGS4 block,TRPC4 agonist,TRPC4 PAM
O=S(=O)(NCC(O)c1ccccc1)c1cc(Cl)sc1Cl (configuration not stated),i,i,i,i,i,i,i,i,i,i,i
CCOC(=O)Nc1cc(OCC)c(NC(=O)C2CC2)cc1OCC,/,i,i,i,i,i,i,i,i,i,i
O=C(Nc1ccc(F)c(Cl)c1)c1ccc2c(c1)OCO2,i,i,i,i,i,i,i,i,i,i,i
Cc1cc(NCC2CCCCC2)nc2ccccc12,i,i,i,i,i,i,i,i,i,i,i
COc1ccc(CCNC(=O)COC(=O)c2ccco2)cc1OC,i,i,i,i,i,i,i,i,i,i,i
O=S(=O)(c1ccccc1F)N1CCN(Cc2nc3ccccc3[nH]2)CC1,i,i,i,i,i,i,i,i,i,i,i
CCCSc1nsc(NC(=O)C(c2ccccc2)c2ccccc2)n1,i,i,i,i,i,i,i,i,i,i,i
O=C(NCCc1ccccc1)c1oc2ccccc2c1COc1ccccc1,i,i,i,i,i,i,i,i,i,i,i
O=C(CN1C(=O)S/C(=C\c2ccc(Cl)cc2)C1=O)NC1C=CS(=O)(=O)C1 (configuration not stated),i,i,i,i,i,i,i,i,i,i,i
CCCN1Cc2cccc(C(=O)Nc3ccc4c(c3)OCCO4)c2C1=O,i,i,i,i,i,i,i,i,i,i,i
COc1ccccc1N1CCN(S(=O)(=O)c2ccc3c(c2)n(C)c(=O)n3C)CC1,i,i,i,i,i,i,i,i,i,i,i
O=C(NCc1nnc(SCC(=O)N2CCC(Cc3ccccc3)CC2)o1)c1ccco1,i,i,i,i,i,i,i,i,i,i,i
CCCOc1ccccc1OCC(=O)Nc1ccc(S(=O)(=O)N2CCCCC2)cc1,i,i,i,i,i,i,i,i,i,i,i
COc1ccc(-c2noc(CCC(N)=O)n2)cc1OC,i,i,i,i,i,i,i,i,i,i,i
C/C(=C\C#N)n1nc(C)cc1N,i,i,i,i,i,i,i,i,i,i,i
N=C(N)SCCc1cccc(CCSC(=N)N)c1,i,i,i,i,40*,i,i,i,i,i,i
O=C(Cc1cccs1)N1CCN(c2ccc(F)cc2)CC1,i,i,i,i,i,i,i,i,i,i,i
CN(C(=O)/C=C/c1ccccc1)C1CCCCC1,i,i,i,i,i,i,i,i,i,i,i
COC(=O)c1ccc(/C(O)=C(\C#N)c2nc3ccccc3s2)cc1,i,25*,i,i,28*,i,i,i,i,i,i
CC(=O)NC(Cc1ccccc1)C(=O)N1CCN(C(=O)c2cccs2)CC1 (configuration not stated),i,i,i,i,i,i,i,i,i,i,i
Cc1csc(NC(=O)c2cccc(S(=O)(=O)N3CCN(C)CC3)c2)n1,i,i,i,i,i,i,i,i,i,i,i
CCC(=O)c1ccc(OCC(O)Cn2c(C)nc3ccccc32)cc1 (configuration not stated),i,i,i,/,i,i,/,/,/,/,/
CN(Cc1c(F)cccc1Cl)S(=O)(=O)c1cccs1,i,i,i,i,i,i,i,i,i,i,i
Cc1c(C(=O)OC(C)C)sc2nc[nH]c(=O)c12,i,i,i,i,i,i,i,i,i,i,i
O=C(c1cc2cc(Cl)ccc2[nH]1)N1CCN(c2ccccc2F)CC1,i,i,i,i,i,i,i,i,i,i,i
COc1ccc(-c2nnc(SC(C)C(=O)NNC(=O)c3ccc(C)cc3)o2)cc1 (configuration not stated),i,i,i,i,i,i,i,i,i,i,i
O=c1c2ccccc2ncn1-c1cccc(Br)c1,i,i,i,i,i,i,i,i,i,i,i
CCC1CCCCN1C(=O)CSc1nnc(-c2ccc3c(c2)OCCO3)o1 (configuration not stated),i,i,i,i,i,i,i,i,i,i,i
CC1CCN(c2nc3ccc(C(=O)O)cc3s2)CC1,i,i,i,i,i,i,i,i,i,i,i
Cc1ccc(C(=O)Nc2nnc(Cc3ccccc3)s2)cc1,i,i,i,i,i,i,i,i,i,i,i
COc1ccc(NCC(=O)n2c(C)c(C)c3ccccc32)cc1OC,i,i,i,i,i,i,i,i,i,i,i
COC(=O)C1=C(C)NC(C)=C(C(=O)OC)C1c1ccc(-c2cccc(Cl)c2Cl)o1,i,i,i,i,i,i,i,i,i,i,i
COc1ccc2c(c1)C1(Nc3ccccc3-c3nc4ccccc4n31)C(=O)N2 (configuration not stated),i,i,i,i,i,i,i,i,i,i,i
FC(F)(F)c1cccc(NC(=S)Nc2cccc(Cl)c2)c1,-5.7*,100*,i,i,i,i,i,i,i,i,i
COc1ccccc1NC(=O)NCCC1=CCCCC1,i,i,i,i,i,i,i,i,i,i,i
COc1cc(NC(=O)c2ccccc2)c(OC)cc1NC(=O)CN1CCN(c2ccccn2)CC1,i,i,i,i,i,i,i,i,i,i,i
Cc1ccc(-c2nnc(SCC(=O)N3c4ccccc4NC(=O)C3(C)C)n2N)cc1,i,i,i,i,i,i,i,i,i,i,i
COc1cc(CN2CCCC(C)C2)ccc1OCc1ccccc1 (configuration not stated),i,i,i,i,i,i,i,i,i,i,i
Cc1ccc(OCC(=O)N/N=C/C=C/c2ccco2)c(Br)c1,i,/,/,i,/,/,i,i,i,i,i
O=C(NC1CCCCC1)N1CCC(n2c(=O)[nH]c3ccccc32)CC1,i,i,i,i,i,i,i,i,i,i,i
COc1cc(/C=N/NC(=O)c2nnn(-c3nonc3N)c2C(C)C)ccc1OCc1ccc(F)cc1,i,i,i,i,i,i,i,i,i,i,i
CN(C)C=Nc1c(Br)cc(Br)c2nonc12,i,i,i,i,40*,i,i,25*,i,i,i
COc1ccc(CCN2CCCn3c2nc2c3c(=O)n(CC(C)C)c(=O)n2C)cc1OC,i,i,i,i,i,-6.1*,i,i,i,i,i
COC(=O)C1(C)NC(c2cccc(C)c2)C2C(=O)N(c3ccc(F)cc3)C(=O)C21 (configuration not stated),i,i,i,i,i,i,i,i,i,i,i
COCCNC(=O)C(C)OC(=O)c1cc2occc2n1C (configuration not stated),i,i,i,i,i,i,i,i,i,i,i
CC(=O)Nc1ccc(Sc2ncccc2C(=O)Nc2ccc(OC(F)(F)F)cc2)cn1,i,i,i,i,i,-10*,i,i,i,i,i
CCCCCCC(=O)N(O)C1CC(=O)N(c2ccc(Br)cc2)C1=O (configuration not stated),i,i,i,i,i,i,i,i,i,i,i
O=C(CN1CCCC1)Nc1ccc(F)cc1,i,i,i,i,i,i,i,i,i,i,i
Cc1sc2ncnc(SC(C)C#N)c2c1C (configuration not stated),i,i,i,i,i,i,i,i,i,i,i
CCOC(=O)c1cc(C(=O)Nc2cccc(C)c2)nn1C,i,i,i,i,i,i,i,i,i,i,i

# (continued)
structure,ANO1 activ,TMEM16A inh,MrgX1 PAM,TRPC4 block,MrgX1 agonist,MrgX1 antag,TRPC6 inh,TRPC6 activator,RGS4 block,TRPC4 agonist,TRPC4 PAM
CCOc1cc(S(=O)(=O)NC2CCCC2)ccc1Cl,i,i,i,i,i,i,i,i,i,i,i
Cn1c(C23CC4CC(CC(C4)C2)C3)n[nH]c1=S,i,i,i,i,i,i,i,i,i,i,i
CCOc1ccccc1NC(=O)c1ccc(F)c(S(=O)(=O)N2CCC3(CC2)OCCO3)c1,i,i,i,i,i,i,i,i,i,i,i
OC1(c2ccc(Cl)cc2)CCN(Cc2cn[nH]c2-c2ccccc2)CC1,i,i,i,i,i,i,i,i,i,i,i
CCCOC(=O)C1C2C=CC(C3CC23)C1C(=O)OCC(=O)c1ccccc1 (configuration not stated),i,i,i,i,i,i,i,i,i,i,i
CC(=O)N1CCC(N(CCCOC(C)C)C(=O)Nc2ccc(C)c(C)c2)CC1,i,i,i,i,i,i,i,i,i,i,i
Cc1ccc(NC(=O)C(=O)C2C(=O)Nc3ccccc32)cc1 (configuration not stated),i,i,i,i,i,i,i,i,i,i,i
Cc1cnc(C(=O)OCC(=O)NC2CCCCCC2)cn1,i,i,i,i,i,i,i,i,i,i,i
NNC(=O)c1cn2ccccc2n1,i,i,i,i,i,i,i,i,i,i,i
Cc1ccc(NC(=O)CC2COc3ccccc3O2)cc1 (configuration not stated),i,i,i,i,i,i,i,i,i,i,i
CC(C)OC(=O)CN1C(=O)C(=O)c2ccccc21,i,i,i,i,i,i,i,i,i,i,i
S=C(NCc1cccnc1)Nc1ccc2c(c1)OCO2,i,i,i,i,i,i,i,i,i,i,i
COc1cc2ccccc2cc1C(=O)Nc1ccc(N2CCN(C(=O)C(C)C)CC2)cc1,i,i,i,i,i,i,i,i,i,i,i
CN(Cc1ccccc1)S(=O)(=O)c1ccc(Cl)c(C(=O)NCCCN2CCOCC2)c1,i,i,i,i,i,i,i,i,i,i,i
O=C(O)COc1ccc2c(c1)O/C(=C\c1ccco1)C2=O,i,i,i,i,i,i,i,i,i,i,i
[O-][n+]1cccc2c(Br)cc(Br)c(O)c21,i,i,i,i,i,-4.7*,i,i,i,i,i
COc1ccc(C(CNC(=O)c2cccc(S(=O)(=O)Nc3ccccc3OC)c2)N2CCOCC2)cc1 (configuration not stated),i,i,i,i,i,i,i,i,i,i,i
Cc1cc(SCCOc2ccc(Br)cc2)nc(N)n1,/,i,i,i,i,i,i,i,i,i,i
Cc1noc(/C=C/N(C)C)c1S(=O)(=O)N1CCN(c2ccc(F)cc2)CC1,i,i,i,i,i,i,i,i,i,i,i
COC(=O)[C@H](c1ccccc1Cl)N1CCc2sccc2C1,i,i,i,i,i,i,i,i,i,i,i
Fc1ccc(C2Nc3cccc4cccc(c34)N2)cc1,i,i,i,i,i,i,i,i,i,i,i

# Not a hit list (roughly 5.8% active in at least one column).
